# HepG2 tox – qHTS for Inhibitors of TGF-b: Cytotox Counterscreen | HepG2 CAGA-GFP viability, ATP luminescence, 18 h | actives 0.76% (n = 410,000) | Potency, µM (doses to about 46.1 µM), without a hit: at the highest dose activity change, negative = cytotoxicity, most hits filed as cytotoxic | AID 588856, 2011; further: potency means the concentration at half of the fitted maximal effect; some results filed as inactive show a strong effect at the top dose
#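 CellTiter-Glo luminescence gave cytotoxicity after 18 hours at 37 degrees C. The cells were HepG2 CAGA-GFP in 1% FBS DMEM, stimulated with 500 pg/mL TGF-beta after compound addition. %Activity was normalised to no-cell wells (complete cell-killing) and DMSO (no toxicity), and curves were fitted and classified.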
# Nrf2 activator – qHTS of Nrf2 Activators | AREc32 ARE-luciferase reporter (MCF7-derived line), luminescence, 24 h | Potency, µM (highest dose often 46.1 µM), without a hit: top-dose activation, usual class: activators | actives 0.31% (n = 410,000) | AID 624171, 2012; further: potency means the concentration at half of the fitted maximal effect; % of control where 0% means no effect; nearly all actives have a fitted effect of over 65% in size
#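 AREc32 cells carrying an ARE-driven firefly luciferase, 1000 cells/well in OPTI-MEM with 5% FBS, dosed after overnight attachment and incubated 24 hr at 37 deg C. Steady-Glo luminescence read after 30 min at RT.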
# S2 tox – Viability Counterscreen for Primary qHTS for Inhibitors of ATXN expression. S2 cells (HEK-293 line with an ATXN2-luciferase reporter) viability, CellTiter-Fluor protease fluorescence, 24 h. Potency, µM (highest dose often 56.7 µM), most hits filed as cytotoxic. actives 0.49% (n = 400,000). AID 651635, 2014; further: potency means the concentration at half of the fitted maximal effect; nearly all actives have a fitted effect of over 40% in size
# A549 viability – Nrf2 qHTS screen for inhibitors: counterscreen for cytotoxicity; AID 504648, 2011; actives 0.16% (n = 390,000); Potency, µM (top dose mostly 46 µM), for the others: at the top dose activity change, negative = cytotoxicity, hits mostly inhibitors; A549 ARE-Fluc cells, CellTiter-Fluor viability, 18-24 h; further: potency means the concentration at half of the fitted maximal effect; on the % scale 0 is the no-effect control and ±100 the full control effect
#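 Cytotoxicity counterscreen: CellTiter-Fluor fluorescence was measured in A549 ARE_Fluc cells after 18-24 h of compound exposure in a concentration series. The subsequent BugLite luminescent read reports ARE-luciferase activity.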
# Nrf2 inh – Nrf2 qHTS screen for inhibitors; A549 ARE-Fluc reporter, luciferase luminescence, 18-24 h; Potency, µM (top dose mostly 46 µM), without a hit: at the top dose activity change, negative = inhibition, usual class: inhibitors; actives 2.1% (n = 360,000); further: potency means the concentration at half of the fitted maximal effect; on the % scale 0 is the no-effect control and ±100 the full control effect; nearly all actives have a fitted effect of over 60% in size
#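 Reporter: ARE-Fluc in A549. Exposure: 18-24 h, 37 °C, 5% CO2, 5% FBS OPTI-MEM. Readouts: fluorescent cytotoxicity (CellTiter-Fluor), then luminescent Nrf2 signal after BugLite.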
# ATXN2 expr inh – Primary qHTS for Inhibitors of ATXN expression; HEK-293 ATXN2-luciferase reporter, luminescence, 24 h; Potency, µM (titrated, usually from 57 µM), for inactives: top-dose activity change, negative = inhibition, hits mostly inhibitors; actives 0.72% (n = 360,000); AID 1745845, 2022; further: potency means the concentration at half of the fitted maximal effect; on the % scale 0 is the no-effect control and ±100 the full control effect; nearly all actives have a fitted effect of over 55% in size
#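 ATXN2-luciferase reporter cells (luciferase flanked by upstream and downstream ATXN2 gene portions) were treated 24 h at 37 °C with compounds at up to 57 uM. SteadyGlo luminescence gave expression; GF-AFC fluorescence gave viability.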
# MCF10A rerep – A quantitative high throughput screen for small molecules that induce DNA re-replication in MCF 10a normal breast cells. MCF 10A DNA re-replication, Hoechst nuclear intensity, 48 h. actives 2.9% (n = 350,000). Potency, µM (doses to about 46.1 µM), without a hit: at the top dose activity, positive = re-replication, hits mostly activators. AID 624296, 2012; further: potency means the concentration at half of the fitted maximal effect; % of control where 0% means no effect; nearly all actives have a fitted effect of over 50% in size
# IL-1B inflam inh – qHTS for Inhibitors of Inflammasome Signaling: IL-1-beta AlphaLISA Primary Screen; THP-1 LPS/ATP IL-1B secretion, AlphaLISA, 16 h; active compounds read low; activity change, % at 57.5 µM; actives 4.7% (n = 360,000); AID 743279, 2014; in the data active means activity change below about -50%; inconclusive means mostly about -30% to -49%; further: on the % scale 0 is the no-effect control and ±100 the full control effect
#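 THP-1 cells pretreated 1 hr with compounds (up to 57.5 uM final), then stimulated with LPS (250 ng/mL final) plus ATP (1.25 mM final); secreted IL-1B measured by AlphaLISA after 16 hr, decreased signal indicating inhibition.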
# TGFb inhibitor – qHTS for Inhibitors of TGF-b. AID 588855, 2011. HepG2 CAGA-GFP TGF-b/SMAD3 reporter, GFP fluorescence, 18 h; TGF-beta stimulated, 500 pg/mL final. Potency, µM (series often up to 46.1 µM), for inactives: top-dose activity, negative = inhibition, hits mostly inhibitors. actives 1.2% (n = 410,000); further: potency means the concentration at half of the fitted maximal effect; on the % scale 0 is the no-effect control and ±100 the full control effect; nearly all actives have a fitted effect of over 65% in size
#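 First, reporter cells (HEPG2 CAGA-GFP) rested 2 h at 37 degrees C. Next, compounds were pinned in and TGF-beta added to 500 pg/mL final. After 18 h, GFP was imaged per cell and summed per well.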
# The depositor's hits bear a star; i = inactive; ? = inconclusive; / = not tested or not shown; [ ] = dose if it differs, or a comment. Unless noted, the call rests on the fitted dose curve; in most records, active means well fitted curve in the direction sought with a large enough effect; inconclusive means small, poorly fitted or top-dose-only effect, or another doubt; inactive means no such curve, though single readings can be large; an effect the other way counts as inactive or inconclusive.
SMILES,HepG2 tox,Nrf2 activator,S2 tox,A549 viability,Nrf2 inh,ATXN2 expr inh,MCF10A rerep,IL-1B inflam inh,TGFb inhibitor
COc1cccc(NC(=S)N(CCc2c(C)[nH]c3ccccc23)Cc2ccco2)c1,-20%,4.8%,?,-11%,?,?,13%,?,?
COC(=O)c1cc(Br)c(=O)n(Cc2ccc(C(=O)O)cc2)c1,0%,-0.4%,i,-3%,4%,3%,2%,13,1%
Oc1cccc(/C=N/NC(=S)Nc2cccnc2)c1O,10%,11%,i,-16%,?,?,?,-96*,-1%
Cc1ccc2c(CC(=O)NCC3(N4CCOCC4)CCCCC3)coc2c1C,-18%,-1.0%,i,-3%,-4%,11%,5%,1,-18%
CC(=O)N1CCc2cc(S(=O)(=O)CCC(=O)Nc3ccc4c(c3)OCCO4)ccc21,-2%,-0.5%,i,-1%,18%,10%,?,33,-14%
O=C(/C=C/c1ccccc1)N1CCN(c2cccc(Cl)n2)CC1,-1%,-0.1%,i,-13%,?,-6%,-1%,-6,6%
CCOc1ccc(NC(=O)C2CC(=O)N(c3ccc4c(c3)OCCO4)C2)cc1OCC (stereo unspecified),-28%,-0.4%,i,-8%,-12%,-1%,-3%,-1,-5%
COc1ccc(-c2[nH]ncc2C(=O)NCc2ccccc2C)cc1,-7%,3.9%,/,0%,-8%,/,/,/,/
Cc1ccc(S(=O)(=O)N2CCN(Cc3cccc(F)c3)CC2)cc1,-36%,-0.8%,i,8%,-7%,-15%,3%,2,-2%
NNC(=O)CNC(=O)CNS(=O)(=O)c1ccccc1,2%,-0.3%,i,4%,13%,-10%,12%,3,-13%
O=C(CSc1nnc(CNC(=O)c2c(F)cccc2F)o1)NCc1ccc(F)cc1,12%,0.3%,i,1%,-6%,11%,0%,17,8%
Cc1cc(OCCN2CCCCC2)nc2ccccc12,-8%,0.1%,i,0%,/,-12%,16%,-9,8%
COc1ccc(OC)c(CN2CCN(C(=O)[C@@H](NC(=O)c3cccc(C)c3)C(C)C)CC2)c1,-26%,0.2%,i,-9%,-21%,3%,?,-7,-21%
CC(C)c1nc(SCC(=O)NCc2ccccc2)n[nH]1,13%,0.0%,i,-1%,/,-3%,-17%,17,-10%
CCOC(=O)N1CCC(n2c(SCC(=O)N3CCCC3)nc3ccccc3c2=O)CC1,-13%,-0.1%,/,-13%,-20%,/,18%,19,-10%
COc1ccc(C(=O)OCC(=O)Nc2nnc(-c3ccccc3)o2)cc1,-9%,-1.4%,i,-2%,-24%,-10%,4%,15,-16%
c1csc(-c2noc(CN3CCc4sccc4C3)n2)c1,3%,2.5%,i,1%,18%,-14%,-4%,22,3%
COc1ccc(/C=N/NC(=O)c2cccc(Br)c2)cc1CSc1ccccn1,15%,11%,?,-8%,-6%,-12%,15µM*,10,-10%
CC(=O)NC(CC(=O)O)c1ccc(F)cc1 (stereo unspecified),1%,-0.8%,i,0%,25%,1%,0%,10,25%
CCOC(=O)c1ccc(NC(=O)c2cc3c(C)nn(-c4ccccc4Cl)c3s2)s1,11%,-0.2%,i,-5%,-14%,5%,?,16,9%
Cc1ccc(Nc2cc(-c3ccccc3)nc3ncnn23)cc1,-24%,-0.6%,i,-1%,?,-26%,-5%,-56*,-10%
O=C(Nc1nc2ccsc2c(=O)s1)c1ccc(F)cc1,11%,?,i,3%,?,61%[activator],-15%,/,10%
CCOP(=O)(OCC)c1ccccc1OCP(C)(=O)COc1ccccc1P(=O)(OCC)OCC,1%,-0.6%,i,-14%,1%,16%,-1%,2,10%
Cc1ccc(NC(=O)CCCN2C(=O)COc3ccc(C)cc32)c(C)c1,-36%,3.4%,/,1%,?,/,/,/,/
CCOC(=O)C1CCN(C(=O)c2ccc(CNS(=O)(=O)c3ccc(OC)cc3)cc2)CC1,-2%,0.3%,/,-4%,13%,14%,?,1,2%
SMILES,HepG2 tox,Nrf2 activator,S2 tox,A549 viability,Nrf2 inh,ATXN2 expr inh,MCF10A rerep,IL-1B inflam inh,TGFb inhibitor
CC(Sc1nnc(N)s1)C(=O)NC1CCCCC1C (stereo unspecified),13%,0.3%,i,-1%,0%,-12%,0%,?,0%
N#C/C(=C/c1ccc(N2CCOCC2)o1)C(=O)Nc1ccccc1,7%,8.4%,i,-10%,?,44%[activator],7%,5,156%[activator]
COc1ccccc1N1CCN(Cc2cc(=O)n3ccsc3n2)CC1,-7%,-0.5%,i,4%,2%,-8%,0%,-13,-1%
Cc1cc2n(n1)CCC(=O)N2Cc1ccc(C(=O)Nc2ccc(F)cc2F)cc1,-27%,4.8%,/,11%,/,/,/,/,-23%
Cc1cc(N2CCOCC2)nc2ccc(NC(=S)NCCN(C)C)cc12,-14%,0.5%,i,3%,13%,3%,-2%,-9,1%
COc1ccc(N2CCN(c3ccc4nnc(CCC(=O)Nc5ccc(C)cc5)n4n3)CC2)cc1,-4%,-0.2%,i,2%,?,-16%,5%,41,-5%
CN1CCN(c2ccc(S(=O)(=O)N3CCCCC3)cc2NC(=O)CSC(C)(C)C)CC1,-5%,-0.5%,i,/,/,/,/,-15,-11%
CC(=O)Nc1ccc(S(=O)(=O)Nc2cc(-c3ccccc3)nn2C)cc1,17%,-0.3%,i,-5%,4%,44%[activator],-2%,19,-6%
Cc1nn(-c2ccccc2)c(C)c1NC(=O)COC(=O)CC(C)c1ccccc1 (stereo unspecified),13%,-1.0%,i,1%,5%,?,?,4,0%
CCn1cc(C(=O)N2CCOCC2)c(=O)c2cc(S(=O)(=O)N(C)C3CCCCC3)ccc21,2%,0.4%,i,-9%,0%,8%,0%,-12,0%
COc1cc(/C=C/C(=O)O)ccc1OS(=O)(=O)c1c(C)cc(C)cc1C,5%,0.4%,i,-1%,-26%,-4%,20%,17,1%
COc1ccc2cc3c(N)nn(C(=O)c4ccc(F)cc4Cl)c3nc2c1,0%,-2.8%,i,-4%,?,-29%,/,/,?
COc1ccc(CN=C2NC(=O)CC(C(=O)Nc3cc(C)cc(C)c3)S2)cc1 (stereo unspecified),11%,2.8%,i,1%,-2%,-1%,9%,-5,?
Cc1cc(Cl)ccc1Oc1ncnc2oc(-c3ccccc3)cc12,1%,0.1%,i,16%,/,-9%,?,-1,17%
C=CCc1ccccc1OCCSc1nc(-c2cccs2)nc2cc(=O)[nH]n12,-38%,3.8%,i,0%,22%,-3%,/,/,?
COc1ccccc1C(=O)Nc1ccc(C(=O)Nc2ccccc2C(=O)O)cc1,4%,0.2%,i,-13%,?,3%,-29%,9,-7%
O=C(CCCCn1c(=O)c2ccccc2n(CC(=O)Nc2ccccc2)c1=O)NCc1ccccc1Cl,-7%,-1.3%,i,-1%,-7%,0%,/,/,0%
CCc1ccc(Nc2ncc3c(n2)CC(c2ccco2)CC3=O)cc1 (stereo unspecified),-8%,3.0%,i,-4%,5%,-21%,?,0,-7%
CC1CCc2c(sc(N)c2C(=O)OC(C)C)C1 (stereo unspecified),-33%,5.9%,i,-5%,23%,3%,16%,-11,2%
C=C1C(=O)C23CCC4C(C)(C(=O)OC)CCCC4(C)C2CCC1(O)C3 (stereo unspecified),2.8µM*,-2.4%,5.3µM*,?,?,?,2.3µM*,-103*,3.2µM*
O=C(Nc1ccc(Br)cn1)c1ccc(COc2c(F)c(F)cc(F)c2F)o1,-19%,4.1%,i,2%,3%,-5%,13%,29,-1%
Cc1ccc(-c2cc(C(=O)N3CCc4ccccc4C3)[nH]n2)cc1C,-4%,2.8%,i,13%,28%,/,8%,18,12%
O=[N+]([O-])c1ccc(C(O)C(CO)NC(=S)Nc2ccccc2)cc1 (stereo unspecified),6%,-1.4%,?,0%,-17%,-20%,-1%,-6,9%
COc1ccccc1OCC(=O)NCCS(=O)(=O)N1CCN(c2ccc(F)cc2)CC1,1%,-0.2%,i,3%,-26%,6%,10%,-11,-9%
CCC(=O)Nc1cccc(-c2ccc(N3CCN(C)CC3)nn2)c1,-1%,3.4%,i,0%,4%,/,?,-3,-1%
SMILES,HepG2 tox,Nrf2 activator,S2 tox,A549 viability,Nrf2 inh,ATXN2 expr inh,MCF10A rerep,IL-1B inflam inh,TGFb inhibitor
CC1CCN(c2nc3c(c(=O)n(C)c(=O)n3C)n2CCSc2nc3ccccc3s2)CC1,-23%,-0.3%,?,/,?,-21%,?,17,-8%
CCOC(=O)C(O)(CC(=O)c1ccc(Cl)cc1)C(=O)OCC,9%,-0.1%,i,3%,5%,-7%,-7%,?,-10%
Cc1cc(C)c(NC(=O)CO/N=C2\CCCc3nonc32)c(C)c1,25%,-0.3%,i,-6%,?,-6%,-2%,17,5%
Cc1ccc(NC(=O)CN2C(=O)N/C(=C/c3ccco3)C2=O)cc1,14%,3.6%,i,-16%,-1%,-5%,-8%,0,?
CC(C)(C)c1ccc(C(=O)N2CCN(Cc3cc(=O)n4nc(-c5ccccc5F)sc4n3)CC2)cc1,1%,4.1%,i,1%,/,7%,/,/,-3%
Cc1cc(C(=O)NC(=S)Nc2cccc(C(=O)O)c2C)ccc1[N+](=O)[O-],-6%,-0.3%,?,5%,0%,/,-3%,-2,3%
O=C(/C=C/c1ccc(Br)cc1)Nc1ccc(S(=O)(=O)Nc2ncccn2)cc1,2%,-0.4%,i,1%,?,/,?,0,-10%
COc1ccc(N2CCN(C(=O)c3sc4nc(-c5ccc(F)cc5)cn4c3C)CC2)cc1,7%,0.0%,i,-3%,16%,0%,6%,0,3%
Cn1c(/C(C#N)=C/C2CC=CCC2)nc2ccccc21 (stereo unspecified),-38%,2.9%,i,6%,2%,4%,-2%,-96*,1%

# Assay outcomes as filed in PubChem BioAssay.

# Not a hit list. Share with any hit: about 8.8%.
